Screening data: PubChem BioAssay, National Center for Advancing Translational Sciences (NCATS)
3T3 cytotox – cytotoxic compounds in NIH 3T3 cells; NIH 3T3 viability, CellTiter-Glo ATP luminescence, 48-72 h; Potency, µM (highest dose often 96.7 µM), for the others: top-dose activity change, negative = cytotoxicity, most hits filed as inhibitors; 4.3% of 94,000 active; AID 1345082; note: potency is the fitted concentration of half-maximal effect; nearly all actives have a fitted effect of over 55% in size
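NIH 3T3 cells at 400 cells/well received 23 nL of compound by pintool and were incubated 48 or 72 h at 37 °C. Viability was read as ATP-coupled CellTiter-Glo luminescence.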
IP6K1 inh – inhibitors of human IP6K1 | Q92551 | IP6K1 kinase, ADP-Glo luminescence, 2 h; active compounds read low | activity change, % (series mostly up to about 58 µM) | 0.81% of 140,000 active; in the data active = activity change below about -25%
Target sequence (Q92551 whole entry, looked up): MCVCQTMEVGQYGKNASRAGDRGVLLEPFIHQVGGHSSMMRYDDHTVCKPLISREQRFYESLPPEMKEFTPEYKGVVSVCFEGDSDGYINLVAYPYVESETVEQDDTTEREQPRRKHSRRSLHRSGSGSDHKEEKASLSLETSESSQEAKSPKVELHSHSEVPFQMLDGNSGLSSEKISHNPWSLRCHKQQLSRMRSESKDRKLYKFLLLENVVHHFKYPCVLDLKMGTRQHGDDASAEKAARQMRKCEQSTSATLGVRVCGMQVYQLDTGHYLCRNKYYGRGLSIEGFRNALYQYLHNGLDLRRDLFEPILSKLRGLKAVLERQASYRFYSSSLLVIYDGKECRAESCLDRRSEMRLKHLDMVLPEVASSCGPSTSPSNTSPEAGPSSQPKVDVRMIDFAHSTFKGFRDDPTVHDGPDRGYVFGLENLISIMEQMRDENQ
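ADP-Glo luminescence measures ADP made by human IP6K1 during a 2 h RT reaction with ATP/IP6 (mix at 1.3 mM/130 uM); top library doses 57.5 and 19.1 uM final.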
HEK cytotox – cytotoxic compounds in HEK 293 cells; HEK 293 viability, ATP luminescence (CellTiter-Glo), 48-72 h; 6.6% of 94,000 active; Potency, µM (doses to about 115 µM), without a hit: top-dose activity change, negative = cytotoxicity, actives largely listed as inhibitors; AID 1345083; note: potency is the fitted concentration of half-maximal effect; nearly all actives have a fitted effect of over 60% in size
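Cytotoxicity was scored by loss of ATP-coupled luminescence (CellTiter-Glo) in HEK 293 cells. Compound treatment ran 48 or 72 hr at 37 degree Celsius, 5% CO2, 95% humidity.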
Luciferase inh – inhibitors of firefly (Photinus pyralis) luciferase; 2.5% of 76,000 active; AID 1347043; Potency, µM (series often up to 115 µM), for inactives: top-dose activity change, negative = inhibition, usual class: inhibitors; purified P. pyralis luciferase, luminescence, biochemical; P08659; note: potency is the fitted concentration of half-maximal effect; nearly all actives have a fitted effect of over 65% in size
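Luminescence read by CCD imaging after purified firefly luciferase (10nM final) was added to substrate buffer holding 10uM D-luciferin and 10uM ATP, pH 7.5, pre-dosed with compound.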
GPT2 inh – GPT2 alanine aminotransferase inhibition; Q8TD30; Recombinant GPT2, coupled pyruvate oxidase/HRP Amplex Red fluorescence; Potency, µM (top dose mostly 57.7 µM), without a hit: top-dose activity change, negative = inhibition, actives largely listed as inhibitors; 0.25% of 100,000 active; note: potency is the fitted concentration of half-maximal effect; nearly all actives have a fitted effect of over 60% in size; many of its hits are not listed in these tables
Target sequence (Q8TD30 whole entry, looked up): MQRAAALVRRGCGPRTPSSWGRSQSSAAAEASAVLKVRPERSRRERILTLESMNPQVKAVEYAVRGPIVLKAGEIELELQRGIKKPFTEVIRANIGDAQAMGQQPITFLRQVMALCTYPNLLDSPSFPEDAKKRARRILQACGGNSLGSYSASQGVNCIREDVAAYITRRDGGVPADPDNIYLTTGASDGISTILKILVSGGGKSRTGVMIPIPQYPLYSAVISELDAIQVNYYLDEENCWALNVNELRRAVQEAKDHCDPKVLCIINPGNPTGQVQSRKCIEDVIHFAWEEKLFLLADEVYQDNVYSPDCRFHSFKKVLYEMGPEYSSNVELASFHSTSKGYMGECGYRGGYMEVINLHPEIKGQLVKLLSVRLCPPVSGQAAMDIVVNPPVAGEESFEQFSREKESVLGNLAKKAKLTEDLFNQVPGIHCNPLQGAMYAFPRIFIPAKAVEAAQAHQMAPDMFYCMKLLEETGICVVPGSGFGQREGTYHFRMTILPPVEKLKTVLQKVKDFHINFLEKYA
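Inhibition is scored from Amplex Red fluorescence generated when pyruvate oxidase and HRP act on pyruvate released by GPT2. Reactions contain 10ng/uL enzyme, 250uM a-KG and 2mM L-alanine and run 30 min at room temperature.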
SNCA expr inh – inhibitors of alpha-synuclein (SNCA) gene expression | HEK-293 SNCA-luciferase knock-in, luminescence, 24 h | Potency, µM (highest dose often 57.2 µM), without a hit: at the highest dose activity change, negative = inhibition, most hits filed as inhibitors | 0.17% of 140,000 active;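 note: potency is the fitted concentration of half-maximal effect; plate controls were DMSO cells for no effect and cell-free wells for full effect; nearly all actives have a fitted effect of over 45% in size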
SNCA viab count – cell viability loss counter-screen; 0.12% of 150,000 active; HEK-293-SNCA-luc viability, GF-AFC fluorescence, 24 h; Potency, µM (titrated, usually from 57.1 µM), for the others: at the highest dose activity change, negative = cytotoxicity, most hits filed as cytotoxic;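 note: potency is the fitted concentration of half-maximal effect; 0% = DMSO-treated cells and -100% = medium-only wells without cells; nearly all actives have a fitted effect of over 30% in size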
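HEK-293-SNCA-luc cells (1500/well) plated 24 h, then exposed 24 h to a dilution series; GF-AFC added 30 min at 37C, fluorescence 405/540 nm; normalised to medium-only and DMSO wells, Hill fit.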
Numbers without * were called inactive; i = inactive; ? = inconclusive; · = no result given; [ ] = dose if it differs, or a comment. Unless noted, calls come from the whole dose curve; as a rule, active = well fitted curve in the direction sought with a large enough effect; inconclusive = small, poorly fitted or top-dose-only effect, or another doubt; inactive = no such curve, though single readings can be large; an effect the other way counts as inactive or inconclusive. Unless noted, % is set by controls: 0 for no effect and ±100 for the full control effect. A portion of the library; rates above refer to the full screens.

Letters – A = 3T3 cytotox; B = IP6K1 inh; C = HEK cytotox; D = Luciferase inh; E = GPT2 inh; F = SNCA expr inh; G = SNCA viab count
CCc1nc2cccnc2n1-c1ccc(CC(=O)Nc2ccc(C)cc2)cc1
  A = ·; B = 11; C = ·; D = ·; E = ·; F = 65%[activator]; G = 7%
O=C(NCC1CN(Cc2cccc(O)c2)CC12CN(c1ccccc1)C2)c1ccccc1 (stereo not drawn)
  A = 28µM*; B = 4; C = ?; D = -2%[172 µM]; E = -5%[88.5 µM]; F = -8%[87.6 µM]; G = ?
Cc1cccc(NC(=O)CN2C(=O)NC3(CCCCC3)C2=O)c1
  A = -6%; B = 4; C = -2%; D = 6%; E = i; F = 25%; G = 0%
Nc1c(S(=O)(=O)O)cc(Nc2ccc(Nc3nc(Cl)nc(Nc4ccc(S(=O)(=O)O)cc4)n3)c(S(=O)(=O)O)c2)c2c1C(=O)c1ccccc1C2=O
  A = ·; B = ·; C = ·; D = ·; E = i; F = -5%; G = -16%
COCCC(=O)N1CCNc2cnc(Nc3cccc(C(F)(F)F)c3)nc2C1
  A = ?; B = -10; C = ?; D = -9%[172 µM]; E = i; F = 27%[87.6 µM]; G = -3%[87.6 µM]
Cc1ccc(-n2nc(C)c(C(=O)O)c2-n2cccc2)cc1
  A = ·; B = -2; C = ·; D = ·; E = ·; F = 41%; G = 19%
CC(C)N1C(=O)CO[C@H]2CCN(Cc3ccncc3Cl)CC[C@@H]21
  A = ?; B = 1; C = ?; D = -3%[172 µM]; E = ?; F = ?; G = -8%[87.6 µM]
COCCN(C)C[C@@H]1CN(C(=O)c2ccc3c(c2)CCC3)C[C@@H]1CO
  A = -6%; B = 19; C = -16%; D = 8%; E = 5%; F = -23%; G = 6%
Cc1ccc(-n2nc3ccc(NC(=O)c4oc5ccccc5c4C)cc3n2)cc1
  A = ·; B = 0; C = ·; D = ·; E = ·; F = 34%[activator]; G = 0%
O=C(c1c[nH]c2ccccc12)N1CCC2(COc3ccncc3S(=O)(=O)N2)C1 (stereo not drawn)
  A = -4%; B = 2; C = -9%; D = ·; E = i; F = 1%; G = 2%
Cc1cc(C)c2c(=O)cc(CSc3nnc(COc4ccccc4C)n3C)[nH]c2c1
  A = ·; B = 1; C = ·; D = ·; E = ·; F = 10%; G = 14%
COc1ccc(NC(=O)CC2CCCCN(C)C2=O)cc1C(F)(F)F (stereo not drawn)
  A = -2%; B = 3; C = -3%; D = -9%; E = i; F = 0%; G = 1%
COc1ccc(OC2CN([S+](=O)([O-])c3ccccc3)C2)cc1
  A = -17%; B = -7; C = -19%; D = ·; E = i; F = 16%; G = 8%
CN(C)c1ncc2c(n1)C(C)(C(=O)NCc1cccc(F)c1)CCC2 (stereo not drawn)
  A = ?; B = -7; C = ?; D = -6%[172 µM]; E = -3%[88.5 µM]; F = ?; G = -2%[87.6 µM]
COc1ccc(Cn2c(CCC(=O)Nc3ccc(Br)c(C)c3)nc3cccnc32)cc1
  A = ·; B = -11; C = ·; D = ·; E = ·; F = -26%; G = -4%
CC(=O)N1CCCC1c1nc(C2CN(S(=O)(=O)c3cccnc3)C2)no1 (stereo not drawn)
  A = 1%; B = 9; C = i; D = 0%; E = i; F = -5%; G = 6%[12.5 µM]
COc1ccccc1C(=O)N1CCCC(C(=O)N2CCCC(c3nc4ncccc4[nH]3)C2)C1 (stereo not drawn)
  A = -12%; B = 27; C = 0%; D = ·; E = -26%; F = 10%; G = 0%
O=C(NCCc1ccccc1)C1c2ccccc2C(=O)N(Cc2ccccc2)C12CCCC2 (stereo not drawn)
  A = 32µM*; B = 29; C = 40µM*; D = -2%; E = i; F = ?; G = -11%
CCOC(=O)c1sc2ncn(CC(=O)Nc3cccc(C)c3)c(=O)c2c1C
  A = ·; B = 26; C = ·; D = ·; E = ·; F = -14%; G = 0%
CC(=O)N1C[C@@H]2CCCN3CCC[C@@H]([C@H]23)[C@H]1CCCC(=O)Nc1ccccc1
  A = -4%; B = -7; C = 2%; D = 13%; E = i; F = 0%; G = 2%
O=C(O)CCC(=O)N1Cc2ccccc2CC2(CCCN(Cc3ccccn3)C2)C1 (stereo not drawn)
  A = -2%; B = -4; C = -1%; D = ·; E = i; F = 17%; G = 3%
CCN(CC)Cc1nc(C2(O)CCN(C(=O)CCc3ccccc3)CC2)cs1
  A = -18%[174 µM]; B = 5; C = -16%[172 µM]; D = 3%[172 µM]; E = -15%[88.5 µM]; F = -4%[87.6 µM]; G = 1%[87.6 µM]
CN1CC(=O)N(c2ccccc2F)Cc2c(NCc3ccc4c(c3)OCO4)ncnc21
  A = -28%; B = -9; C = -14%; D = -9%; E = 3%; F = 36%[activator]; G = 4%
CCN(CC)Cc1nnc2cc(-c3nc(-c4ccccc4)no3)ccn12
  A = -12%; B = -3; C = ?; D = -11%; E = 3%; F = 86%[activator]; G = -6%
Cc1ccc(Cn2c(SCC(=O)NCc3ccccc3)nc3ccsc3c2=O)cc1
  A = ·; B = 13; C = ·; D = ·; E = ·; F = -12%; G = 7%

Profiles, quoted from the list. Order of values: 3T3 cytotox	IP6K1 inh	HEK cytotox	Luciferase inh	GPT2 inh	SNCA expr inh	SNCA viab count
CC(=O)N1C[C@@H]2CCCN3CCC[C@@H]([C@H]23)[C@H]1CCCC(=O)Nc1ccccc1 in the list: -4%	-7	2%	13%	i	0%	2%
CC(C)N1C(=O)CO[C@H]2CCN(Cc3ccncc3Cl)CC[C@@H]21 in the list: ?	1	?	-3%[172 µM]	?	?	-8%[87.6 µM]
COc1ccc(OC2CN([S+](=O)([O-])c3ccccc3)C2)cc1 in the list: -17%	-7	-19%	·	i	16%	8%
CN(C)c1ncc2c(n1)C(C)(C(=O)NCc1cccc(F)c1)CCC2 (stereo not drawn) in the list: ?	-7	?	-6%[172 µM]	-3%[88.5 µM]	?	-2%[87.6 µM]
O=C(O)CCC(=O)N1Cc2ccccc2CC2(CCCN(Cc3ccccn3)C2)C1 (stereo not drawn) in the list: -2%	-4	-1%	·	i	17%	3%

(listing goes on)
Letters – A = 3T3 cytotox; B = IP6K1 inh; C = HEK cytotox; D = Luciferase inh; E = GPT2 inh; F = SNCA expr inh; G = SNCA viab count
CCC(C)/C=C(C)/C=C/C(=O)C1CCC(O)C(C)(O)C1=O (stereo not drawn)
  A = ·; B = -13; C = ·; D = ·; E = i; F = ·; G = -19%
Cc1cc(C)c(Cn2c(C)c(CNCCCc3ccccc3)c(C(=O)O)c2C)c(C)c1
  A = ·; B = -11; C = ·; D = ·; E = ·; F = ?; G = -21%
CC(C)c1noc(CC2CCN(C(=O)Cc3ccsc3)CC2)n1
  A = -27%; B = 0; C = -43%; D = -5%; E = i; F = -35%; G = -15%
COc1ccc(-c2noc(-c3ccc(NCc4ccco4)c([N+](=O)[O-])c3)n2)cc1OC
  A = ·; B = -17; C = ·; D = ·; E = ·; F = 23%; G = -1%
CCC(=O)Nc1nnc(S(=O)(=O)N2c3ccccc3CC2C)s1 (stereo not drawn)
  A = ·; B = 20; C = ·; D = ·; E = ·; F = 8%; G = 6%
CN(CCCN1CCOCC1)Cc1nc(-c2cccs2)no1
  A = 0%; B = 22; C = 1%; D = -11%; E = -8%; F = -11%; G = 6%
Cc1ccccc1NC(=O)Cn1c(=O)n(CCCCC(=O)NCc2ccccc2Cl)c(=O)c2ccccc21
  A = ·; B = 7; C = ·; D = ·; E = ·; F = 6%; G = -4%
CCCCNC(=O)CCN(CCCOC)C(=O)c1ccoc1
  A = -5%; B = 3; C = -3%; D = -1%; E = i; F = -23%; G = -13%
O=C(Cc1ccsc1)NC1CCCN(c2cc(-c3ccc(F)cc3)[nH]n2)C1 (stereo not drawn)
  A = ?; B = 2; C = ?; D = -13%; E = -25%; F = 22%; G = -7%
Cn1c(=O)n([C@H]2CCCN(C(=O)C3CC3)C2)c2ncccc21
  A = -7%; B = 7; C = -1%; D = -1%; E = i; F = 3%; G = 7%
CS(=O)(=O)N1CCC(c2nccn2Cc2ccncc2)CC1
  A = i; B = -4; C = i; D = 0%; E = -17%; F = -12%; G = 1%
OC1(CNCc2csc3ccc(Cl)cc23)CNCCOC1 (stereo not drawn)
  A = -20%; B = -1; C = ?; D = -4%; E = -9%; F = 119%[activator]; G = 1%
O=C1COc2ccc(-c3cccc(O)c3)nc2CN1Cc1ccc(C(F)(F)F)cc1
  A = ?; B = -19; C = ?; D = 4%[172 µM]; E = -3%[88.5 µM]; F = ?; G = -24%[87.6 µM]
O=C(Nc1ccc([C@@H](O)[C@H]2COCC(=O)N2Cc2ccccn2)cc1)C1CC1
  A = -5%[138 µM]; B = -1; C = -2%[172 µM]; D = 11%[172 µM]; E = -7%[88.5 µM]; F = -6%[87.6 µM]; G = 1%[87.6 µM]
c1nc2c([nH]1)CN(Cc1ccc(OCCCN3CCOCC3)cc1)CC2
  A = -2%; B = 5; C = i; D = 0%; E = 5%; F = 11%; G = -9%
COc1ccc(CC(=O)NC2CCN(Cc3ccc(-c4ccccc4OC)cc3)C2)cc1 (stereo not drawn)
  A = 32µM*; B = 6; C = 40µM*; D = ·; E = -5%; F = -8%; G = 1%[12.5 µM]
COc1cccc(C(=O)Nc2c(C(=O)NC(C)(C)C)oc3ccccc23)c1
  A = ·; B = 18; C = ·; D = ·; E = ·; F = -11%; G = -18%
CCCc1noc(-c2cn(C3CCN(C(=O)c4ccc(F)c(F)c4)CC3)nn2)n1
  A = 13µM*; B = 1; C = ?; D = -2%; E = -6%; F = -20%; G = -7%
O=C(NCc1ccccc1Cl)C1CCN(C(=O)c2ncn3c2COC(c2ccc(F)cc2)C3)CC1 (stereo not drawn)
  A = i; B = 4; C = 0%; D = ?; E = 1%; F = 1%; G = -5%
Cc1ccc(NS(=O)(=O)c2cc3[nH]c(=O)c(=O)[nH]c3cc2C)cc1Cl
  A = ·; B = -15; C = ·; D = ·; E = ·; F = 24%; G = -10%
COc1ccc2c(C)c(C(=O)N3CCCCC3c3cc(C)on3)oc2c1 (stereo not drawn)
  A = ?; B = -3; C = ?; D = -29%; E = i; F = 6%; G = -13%
CC(C)c1nc(-c2ccc(OC3CCN(C(=O)c4ccccc4F)C3)cc2)no1 (stereo not drawn)
  A = ?; B = -5; C = ?; D = ·; E = -20%; F = -20%; G = 2%
Cc1nnc(NC2CC(c3cc(=O)[nH]c(C4CC4)n3)C2)c2ccccc12 (stereo not drawn)
  A = ?; B = 8; C = i; D = -3%; E = 3%; F = 5%; G = -5%
COc1cc(/C=C/C(=O)O[C@H]2[C@H](O)[C@@H](CO)O[C@@]2(CO)O[C@H]2O[C@H](COC(=O)c3ccc(O)cc3)[C@@H](O)[C@H](O)[C@H]2O)cc(OC)c1OC
  A = ·; B = 11; C = ·; D = ·; E = i; F = ·; G = 2%[23.9 µM]
COCCNC(=O)[C@@H]1CCC[C@@H](NC(=O)C(C)(C)C)CN(C)C(=O)C1
  A = -3%[138 µM]; B = 3; C = -8%[172 µM]; D = 13%[172 µM]; E = 1%[88.5 µM]; F = -11%[87.6 µM]; G = 2%[87.6 µM]
